Bioassay records: PubChem BioAssay, National Center for Advancing Translational Sciences (NCATS)
ELG1 genotox = inducers of genotoxicity in HEK293T ELG1-luciferase cells; HEK293T ELG1-luciferase reporter, luminescence, 16 h; Potency, µM (doses to about 46 µM), for the others: at the top dose activity change, positive = activation, hits mostly activators; 330,000 tested, 1.3% active; note: potency is the fitted concentration of half-maximal effect; % of control where 0% means no effect; nearly all actives have a fitted effect of over 60% in size
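Luminescence read-out: rising ELG1-luciferase signal, reflecting elevated ELG1 protein under genetic stress, flags genotoxic compounds. Cells were treated for 16 hr at 37 °C before ONE-Glo detection.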
p53 reactivation = mutant p53 re-activation in reporter cells. 320,000 tested, 0.063% active. Potency, µM (highest dose often 92.2 µM), inactives show top-dose activity change, positive = activation, usual class: activators. H1299 p53-A138V BP100-luciferase reporter, luminescence, 24 h; note: potency is the fitted concentration of half-maximal effect; % of control where 0% means no effect; nearly all actives have a fitted effect of over 45% in size
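H1299 (p53-null), stable ts p53-A138V + BP100-Luc; 1000 cells/well, Opti-MEM/10% FBS; cpd 4 pt, 1:5; 24 h, 37 deg C, 5% CO2; detection reagent 10 min RT; luminescence.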
NPC1 promoter act = activators of NPC1 promoter; Huh7 NPC1 promoter luciferase reporter, 24 h; Potency, µM (series often up to 9.22 µM), without a hit: top-dose activation, hits mostly activators; 320,000 tested, 2.4% active; AID 485313;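 note: potency is the fitted concentration of half-maximal effect; % of control where 0% means no effect; nearly all actives have a fitted effect of over 60% in size; reporter is driven by a mutant NPC1 promoter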
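Stably transfected Huh7 (NPC1 promoter→luciferase), 1500 cells/well in Opti-MEM + 10% FBS, 2 h settle, then compound 24 h at 37 °C. Luminescence after 10 min with Amplite reagent.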
Gal4-VP16 FLuc = counter-screen for ROR gamma inhibitors: Gal4-VP16 reporter; Drosophila S2 Gal4-VP16 UAS-luciferase, luminescence, 20 h; Potency, µM (doses to about 53.6 µM), for inactives: at the top dose activity, negative = inhibition, usual class: inhibitors; 310,000 tested, 3.5% active;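 note: Gal4-VP16 expression switched on by copper sulfate through the metallothionein promoter; potency is the fitted concentration of half-maximal effect; % is set by controls: 0 for no effect and ±100 for the full control effect; nearly all actives have a fitted effect of over 50% in size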
ELG1 DNA repair = blocks ELG1-dependent DNA repair in HEK293T cells; HEK293T ELG1-luciferase reporter, luminescence, 16 h; DNA damage induced by 5-fluorouridine; Potency, µM (doses to about 46.1 µM), for inactives: at the top dose activity change, negative = inhibition, most hits filed as inhibitors; 330,000 tested, 2.3% active; AID 504467; note: potency is the fitted concentration of half-maximal effect; % is set by controls: 0 for no effect and ±100 for the full control effect; nearly all actives have a fitted effect of over 55% in size
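Luminescence from the luciferase reporter, measured 30 min after ONE-Glo reagent at room temperature, was the read-out. Beforehand, 2,000 cells per well were exposed for 16 hr at 37 °C to 5-fluorouridine together with compound or vehicle.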
TRPV1 agonist = activates the human vanilloid receptor TRPV1 | Q8NER1 | TRPV1-expressing cells, Fluo-8 calcium influx, agonist mode | activation, % at 8.33 µM | 320,000 tested, 0.19% active | AID 540275; in the data active = activation above about 80%; inconclusive = between about 30% and that limit; note: 0% is about no effect
Target sequence (Q8NER1 whole entry, looked up): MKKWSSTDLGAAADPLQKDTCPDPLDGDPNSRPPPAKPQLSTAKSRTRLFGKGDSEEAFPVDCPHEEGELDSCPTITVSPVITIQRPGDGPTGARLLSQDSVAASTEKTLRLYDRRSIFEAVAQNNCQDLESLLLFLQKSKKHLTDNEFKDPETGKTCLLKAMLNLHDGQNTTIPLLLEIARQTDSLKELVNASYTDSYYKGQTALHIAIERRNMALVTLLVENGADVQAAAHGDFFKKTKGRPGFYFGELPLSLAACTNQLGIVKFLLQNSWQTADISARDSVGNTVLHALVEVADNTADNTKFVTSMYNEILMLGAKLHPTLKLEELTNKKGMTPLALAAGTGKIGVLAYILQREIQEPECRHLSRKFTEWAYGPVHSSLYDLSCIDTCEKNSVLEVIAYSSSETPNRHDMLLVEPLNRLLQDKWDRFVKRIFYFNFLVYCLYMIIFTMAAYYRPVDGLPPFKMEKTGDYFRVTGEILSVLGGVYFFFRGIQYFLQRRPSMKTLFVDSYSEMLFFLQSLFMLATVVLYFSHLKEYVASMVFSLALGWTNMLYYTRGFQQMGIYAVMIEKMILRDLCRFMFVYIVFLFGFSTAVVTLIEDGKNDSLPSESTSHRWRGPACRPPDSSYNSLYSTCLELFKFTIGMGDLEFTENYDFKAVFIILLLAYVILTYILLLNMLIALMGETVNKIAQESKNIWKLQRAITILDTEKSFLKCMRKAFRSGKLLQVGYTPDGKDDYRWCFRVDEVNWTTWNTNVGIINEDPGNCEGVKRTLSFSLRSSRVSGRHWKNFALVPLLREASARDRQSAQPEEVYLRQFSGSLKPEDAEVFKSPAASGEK
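Cells expressing TRPV1 were dye-loaded with Fluo-8 and read kinetically: 10 s baseline, 3 min after compound (agonist portion), then 2 min after EC20 capsaicin (allosteric enhancer portion). Calcium-bound dye fluorescence at 480/520 nm.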
Rab9 prom act = activates the Rab9 promoter | Huh7 Rab9 promoter-luciferase reporter, luminescence, 24 h | Potency, µM (highest dose often 9.22 µM), without a hit: top-dose activation, negative = inhibition, hits mostly activators | 320,000 tested, 2.8% active; note: potency is the fitted concentration of half-maximal effect; % of control where 0% means no effect; nearly all actives have a fitted effect of over 60% in size
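Luminescence from Amplite-detected luciferase (10 minutes, ambient) reports Rab9 promoter activation. Before that, stable Rab9-luciferase Huh7 cells (1500/well, reduced-serum OP-MEM I plus 10% FBS) were exposed to compound for 24 hours at 37C.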
FLuc counter = inhibits or activates purified firefly luciferase, miR-21 counter-screen. P08659. purified FLuc, Km substrates, luminescence inhibition. Potency, µM (doses to about 57.5 µM), for the others: at the top dose activity change, negative = inhibition, most hits filed as inhibitors. 360,000 tested, 6.9% active. AID 588342;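 note: potency is the fitted concentration of half-maximal effect; plate controls were vehicle for no effect and reference inhibitor for full effect; nearly all actives have a fitted effect of over 55% in size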
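Purified P. pyralis luciferase (10nM final) with 10uM D-luciferin and 10uM ATP (Km levels) in 50mM Tris acetate pH 7.5, 10mM Mg acetate, 0.01% Tween-20, 0.05% BSA; qHTS 6-point titration, ~60 µM downward; luminescence read.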
BRCA1 expr up = activators of BRCA1 expression | MCF7-BRCA1-FFLuc reporter, luminescence, 48 h; response scale: scaled: vehicle 0%, 10 µM genistein 100% | 380,000 tested, 1.1% active | Potency, µM (top dose mostly 46.1 µM), without a hit: at the highest dose activation, hits mostly activators | AID 624202; note: potency is the fitted concentration of half-maximal effect; nearly all actives have a fitted effect of over 80% in size; some results filed as inactive show a strong effect at the top dose
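48 h compound treatment of MCF7-BRCA1-FFLuc cells (phenol-red free MEM, 37 °C), then 15 min with luciferase substrate and luminescence imaging.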
RORg inh = blocks mouse ROR gamma transcriptional activity | P51450 | Drosophila S2 Gal4-RORgamma UAS-luciferase reporter, 20 h | Potency, µM (highest dose often 53.6 µM), without a hit: at the highest dose activity change, negative = inhibition, hits mostly inhibitors | 310,000 tested, 5.4% active | AID 2551; note: potency is the fitted concentration of half-maximal effect; % is set by controls: 0 for no effect and ±100 for the full control effect; nearly all actives have a fitted effect of over 60% in size
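Compounds are pin-transferred onto Drosophila Schneider cells expressing a copper-inducible Gal4–ROR gamma transactivation domain fusion. After 1 hr, copper sulfate is added to 700 uM final; luciferase is read 20 hr later.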
Tb PFK inh = inhibitors of T. brucei phosphofructokinase; O15648; T. brucei PFK, ADP-Glo luminescence; Potency, µM (top dose mostly 57.5 µM), inactives show at the top dose activity, negative = inhibition, hits mostly inhibitors; 330,000 tested, 0.17% active; AID 485367;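 note: potency is the fitted concentration of half-maximal effect; 0% = uninhibited 1x PFK enzyme wells and -100% = no-enzyme wells; nearly all actives have a fitted effect of over 60% in size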
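ADP-Glo luminescence quantified ADP after 45 min at room temperature, with 1.25 nM T. brucei PFK, 0.1 mM ATP and 0.5 mM fructose-6-phosphate in pH 8.0 TEA buffer. qHTS titrations up to 57 µM; curves classified by quality.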
Starred values were filed as active, the others as inactive; ? = inconclusive; . = not tested or not shown; & = joins results of further samples; [ ] = another dose, or the depositor's remark. Unless noted, calls come from the whole dose curve; as a rule, active = well fitted curve in the direction sought with a large enough effect; inconclusive = small, poorly fitted or top-dose-only effect, or another doubt; inactive = no such curve, though single readings can be large; an effect the other way counts as inactive or inconclusive.

Values run as follows: ELG1 genotox	p53 reactivation	NPC1 promoter act	Gal4-VP16 FLuc	ELG1 DNA repair	TRPV1 agonist	Rab9 prom act	FLuc counter	BRCA1 expr up	RORg inh	Tb PFK inh
- O=C(NCc1ccco1)/C(=C\c1ccco1)NC(=O)c1ccco1
    -4%	4%	-6%	2%	?	4	-3%	5%	-26%	28%	2%
- CCc1ccc2nc(Nc3ccc(OC)cc3OC)c(C#N)cc2c1
    1%	0%	-6%	-11%	1%	5	-1%	-13%	49%	0%	0%
- COc1cc2c(cc1OC)[C@H](Cc1ccc(O)cc1)NCC2
    .	.	0%	1%	.	-2	3%	3%	-22%	13%	-4%
- CCn1c(SCC(=O)NCc2ccc3c(c2)OCO3)nnc1-c1c[nH]c2ccccc12
    -4%	-6%	-9%	-13%	?	-4	9%	-2%	-4%	18%	5%
- CCOc1ccccc1N1CCN(C(=O)CSc2ccc3c(c2)OCCO3)CC1
    -4%	13%	-3%	.	-16%	6	-6%	8%	-32%	.	0%
- CCC1(c2ccccc2)NC(=O)N(CC(=O)Nc2cccc(S(=O)(=O)N3CCCCC3)c2)C1=O (centres undefined)
    -1%	0%	-5%	.	?	0	-15%	0%	-30%	.	-4%
- Cc1nc(Nc2nc3ccccc3o2)nc(C)c1C
    ?	21%	1µM*	?	?	4	?	8.5µM*	-48%	11µM*	2%
- COc1cc(/C=C/c2c([N+](=O)[O-])c(=O)n(C)c(=O)n2C)cc(OC)c1OC
    1%	5%	-3%	8%	-26%	-2	6%	5%	-58%	0%	4%
- O=C(CCCSc1nnc(Nc2ccccc2F)s1)N1CCOCC1
    -12%	2%	14%	-22%	?	2	24%	-14%	44%	9%	-5%
- CCN(CC)S(=O)(=O)c1cccc(S(=O)(=O)N2CCCCC2)c1
    -1%	-1%	19%	-4%	-3%	?	0%	2%	7%	21%	2%
- Cc1c(NC(=S)N/N=C/c2cccc(O)c2)c(=O)n(-c2ccccc2)n1C
    2%	9%	1%	0%	-1%	-1	-8%	4%	-7%	-27%	4%
- CC(=O)N1c2ccc(S(=O)(=O)N3CCCC3)cc2CC1C(=O)NC(C)C (centres undefined)
    2%	-4%	1%	-6%	-1%	-1	4%	0%	6%	0%	2%
- CC(Sc1nnnn1C1CC1)C(=O)N1c2ccccc2NC(=O)C1(C)C (centres undefined)
    -1%	-1%	.	.	-15%	.	.	.	1%	.	3%
- CCCN1CCN(C(=O)C2CCN(c3ncnc4c3nc3n4CCCCC3)CC2)CC1
    0%	-9%	-2%	-5%	-8%	-1	-3%	4%	-13%	-12%	0%
- O=C(COC(=O)Cc1ccc(S(=O)(=O)N2CCOCC2)s1)NCCc1ccccc1
    -1%	-2%	-5%	4%	-9%	3	4%	9%	-21%	?	-6%
- CCC(Oc1ccccc1)C(=O)Nc1nnc(S(=O)(=O)N2CCCC2)s1 (centres undefined)
    1%	-1%	-3%	-8%	-13%	-3	0%	0%&-5%	-24%	-2%	-7%
- O=C1C2CCCN2C(=S)N1Cc1ccccc1 (centres undefined)
    -7%	3%	0%	0%	?	-1	-2%	-1%	0%	9%	1%
- COc1ccc(OCCCC(=O)Nc2nc(C)c(C(C)=O)s2)cc1
    -2%	-1%	-3%	0%	?	1	-10%	-2%	5%	15%	2%
- CCOC(=O)C1Cc2c([nH]c3ccccc23)C(C)N1 (centres undefined)
    4%	-9%	0%	-15%	11%	-6	-5%	2%	-6%	-17%	-6%
- CCCn1c(N)c(C(=O)COC(=O)CCNS(=O)(=O)c2ccccc2F)c(=O)[nH]c1=O
    -7%	2%	-2%	.	1%	4	-4%	4%	-3%	.	-8%
- COC(=O)c1cc(NCc2ccc3c(c2)OCO3)ccc1N1CCOCC1
    3%	2%	-3%	-3%	-25%	0	-2%	3%	-32%	8%	2%
- CCN(CC)S(=O)(=O)c1ccc(Cl)c(NC2=NCCCCC2)c1
    0%	?	-4%	-4%	-3%	4	0%	7%	22%	8%	-3%
- Cc1ccc(C)c(OCc2cc(C(=O)N3CCNC(=O)C3)no2)c1
    0%	1%	-6%	-3%	1%	-4	11%	6%	51%	8%	3%
- Cc1ccc(Cl)cc1NC(=S)N(CCCN1CCN(C)CC1)Cc1ccco1
    -1%	0%	0%	-4%	-5%	2	0%	2%	-39%	-3%	-5%
- CCC(C)N(C)Cc1cccc(C2(O)CCN(S(=O)(=O)c3ccc(F)c(C)c3)CC2)c1 (centres undefined)
    0%	-7%	-3%	-25%	7%	3	-10%	0%	-34%	0%	-6%
- BrC(=C\c1ccccc1)/C=N/Nc1nc(N2CCOCC2)nc(N2CCOCC2)n1
    -3%	25%	-4%	?	16µM*	?	-4%	2%	-2%	-24%	0%
- COc1ccc(C(=O)N/C(=C\c2cn(S(=O)(=O)N(C)C)c3ccccc23)C(=O)NCCN2CCOCC2)cc1OC
    -1%	2%	1%	-12%	-12%	-1	6%	1%	-4%	0%	2%
- Cn1c(CC(=O)Nc2ccc(F)cc2)c(Sc2ccccc2)c2ccccc21
    -2%	-2%	2%	-21%	0%	?	-2%	3%	-32%	2%	-3%
- CC(C)(CN1CCN(C(c2ccccc2)c2ccccc2)CC1)NS(=O)(=O)c1ccccc1
    -4%	4%	-10%	8%	-28%	6	-4%	-1%	-46%	-7%	2%
- CNc1nc(Cl)c(SC)c(N2CCOCC2)n1
    -12%	-4%	-2%	-10%	4%	-11	5%	-4%	-3%	1%	-8%
- NC(=S)Nc1ncc(CCN2CCOCC2)c(-c2ccc(F)cc2)n1
    3%	0%	-7%	-1%	4%	0	-5%	2%	21%	20%	2%
- C=CCc1c(C)nc(SCc2nc3ccccc3c(=O)[nH]2)[nH]c1=O
    -2%	11%	-2%	16%	?	2	2%	1%	3%	33%	9%
- COc1cn(-c2ccccc2)nc1C(=O)Nc1ccccc1
    16%	10%	?	-19%	?	1	?	13µM*	34%	2%	-1%
- COc1cc(C2CC(=O)Nc3c2c(=O)nc2c(C)cccn32)cc(OC)c1OC (centres undefined)
    3%	3%	-1%	-3%	-11%	-3	3%	-6%&-16%	1%&3%	0%	-1%
- Cc1cc2c(c(=O)o1)C(C13C=CC(CC1)C3)C(C#N)=C(N)O2 (centres undefined)
    0%	-13%	-1%	18%	4%	-4	-8%	1%	1%	81%	-1%
- Cc1ccc(C(=O)Nc2nc(-c3ccc(F)cc3)cs2)o1
    -1%	4%	13%	1%	-10%	-16	17%	30µM*	94%	15%	2%
- Cc1ccc(C)c(NC(=O)c2cc(S(=O)(=O)N3CCOCC3)cn2C)c1
    -1%	2%	-5%	-6%	0%	1	2%	0%	15%	7%	-5%
- Cc1ccc(-c2csc3nc4c5ccccc5c(NCCCN(C)C)nn4c(=O)c23)cc1
    -5%	-2%	-4%	?	?	?	-1%	-4%	-12%	?	4%
- CC(C)c1ccc(NC(=O)CSc2nnc(CN3CCOCC3)n2C)cc1
    1%	6%	-42%[inhibitor]	9%	9%	2	-3%	?	-30%	-3%	3%
- C/C(=N\Nc1nccnc1Cl)c1c(F)c(F)c(F)c(F)c1F
    1%	18%	0%	?	0%	-1	5%	0%	7%	8.9µM*	-4%
- COC(=O)C1=CN(Cc2ccc(OC)c(OC)c2)C=C(C(=O)OC)C1c1cccc(F)c1
    0%	5%	1%	0%	?	3	15%	3%	-1%	?	0%
- CC1(/[N+]([O-])=C/c2cccc(Cl)c2)CCCCC1=O (centres undefined)
    -2%	-5%	-2%	0%	-11%	2	-1%	1%	32%	-19%	-8%
- CCNc1nc2c(c(=O)[nH]c(=O)n2C)n1CC(C)C
    5%	-1%	0%	1%	19%	-5	0%	-1%	-1%	-23%	1%
- O=S(=O)(c1cccc(-c2nnco2)c1)N1CCCC1
    1%	14%	-1%	-2%	4%	1	-1%	2%	7%	-23%	-7%
- CCCc1nnc(NC(=O)CCC(=O)N2CCN(S(=O)(=O)c3ccc(C)cc3)CC2)s1
    -21%	1%	-1%	8%	0%	2	-1%	6%	-26%	25%	2%
- COc1ccc(NC(=O)CCNS(=O)(=O)c2ccc3c(c2)c(=O)n(C)c(=O)n3C)c(OC)c1
    0%	-5%	-9%	-2%	-2%	1	-1%	-2%	2%	4%	-5%
- CC1(CC(=O)NNC(=O)Nc2ccccc2)OCCCO1
    0%	2%	-1%	3%	-20%	-2	-1%	1%	5%	-20%	1%
- CN(C)S(=O)(=O)c1ccc(Cl)c(NC(=O)COC(=O)CCC2CCCCC2)c1
    -3%	-2%	.	.	20%	.	.	.	-1%	.	0%
